Nrf2 inh: blocks Nrf2 signaling; A549 ARE-Fluc reporter, luciferase luminescence, 18-24 h; Potency, µM (top dose mostly 46 µM), without a hit: at the highest dose activity change, negative = inhibition, usual class: inhibitors; 2.1% of 360,000 active; AID 504444; note: potency is the fitted concentration of half-maximal effect; % is set by controls: 0 for no effect and ±100 for the full control effect; nearly all actives have a fitted effect of over 60% in size
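In this cell-based qHTS, ARE-driven firefly luciferase in A549 cells reports Nrf2 activity; the luminescent signal after BugLite lysis is the measured value, with a prior CellTiter-Fluor read for cell health.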
TGFb inhibitor: inhibitors of TGF-b signaling; HepG2 CAGA-GFP TGF-b/SMAD3 reporter, GFP fluorescence, 18 h; TGF-beta stimulated, 500 pg/mL final; Potency, µM (highest dose often 46.1 µM), without a hit: at the top dose activity, negative = inhibition, usual class: inhibitors; 1.2% of 410,000 active; note: potency is the fitted concentration of half-maximal effect; % is set by controls: 0 for no effect and ±100 for the full control effect; nearly all actives have a fitted effect of over 65% in size
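HEPG2 CAGA-GFP, 1000 cells/well; 2 h settle, 37 C; cpd via pin tool; TGF-b 500 pg/mL final; 18 h, 37 C; GFP imaging ex488/em500-530; %Activity normalised to -TGF-b and +DMSO controls; CRC fit, curve class.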
EPAC2 ag: activates human EPAC2 exchange factor. 0.079% of 360,000 active. AID 720711. EPAC2 activation, biochemical qHTS; response scale: 100% = 6.5 mM cAMP response. Q8WZA2. Potency, µM (titrated, usually from 154 µM), inactives show at the top dose activation, most hits filed as activators; note: potency is the fitted concentration of half-maximal effect; nearly all actives have a fitted effect of over 50% in size
Target sequence (Q8WZA2 whole entry, looked up): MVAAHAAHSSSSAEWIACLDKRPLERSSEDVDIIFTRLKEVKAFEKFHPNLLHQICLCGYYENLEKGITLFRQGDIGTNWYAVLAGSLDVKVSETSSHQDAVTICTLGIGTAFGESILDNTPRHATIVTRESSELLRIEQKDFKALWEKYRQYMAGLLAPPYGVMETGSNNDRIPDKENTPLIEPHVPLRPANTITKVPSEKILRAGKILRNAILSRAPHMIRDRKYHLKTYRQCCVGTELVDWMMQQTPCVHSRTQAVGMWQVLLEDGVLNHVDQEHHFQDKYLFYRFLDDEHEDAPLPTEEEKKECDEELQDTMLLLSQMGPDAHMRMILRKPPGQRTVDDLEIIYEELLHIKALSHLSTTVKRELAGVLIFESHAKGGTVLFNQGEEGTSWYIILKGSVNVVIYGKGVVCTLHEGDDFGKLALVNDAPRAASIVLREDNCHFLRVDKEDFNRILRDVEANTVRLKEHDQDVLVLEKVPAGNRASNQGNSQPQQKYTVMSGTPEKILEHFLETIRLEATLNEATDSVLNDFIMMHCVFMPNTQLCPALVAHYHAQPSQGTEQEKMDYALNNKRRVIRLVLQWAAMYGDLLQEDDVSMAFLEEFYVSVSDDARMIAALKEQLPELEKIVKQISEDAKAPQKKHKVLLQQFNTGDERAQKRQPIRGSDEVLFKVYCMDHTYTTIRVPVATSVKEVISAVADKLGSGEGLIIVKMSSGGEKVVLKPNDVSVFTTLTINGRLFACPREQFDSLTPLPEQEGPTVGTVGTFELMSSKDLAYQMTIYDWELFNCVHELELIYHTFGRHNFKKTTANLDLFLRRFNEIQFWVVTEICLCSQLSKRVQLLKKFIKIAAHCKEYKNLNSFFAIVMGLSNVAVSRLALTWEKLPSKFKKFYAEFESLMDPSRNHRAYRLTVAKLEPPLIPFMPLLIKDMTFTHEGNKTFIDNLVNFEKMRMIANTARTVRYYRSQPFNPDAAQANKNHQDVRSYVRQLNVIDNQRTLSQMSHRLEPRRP
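Readout is BODIPY fluorescence (480 nm excitation, 540 nm emission), which falls as labeled GDP is exchanged off Rap1B. EPAC2 at 100 nM acted on 250 nM RAP1B-BODIPY-GDP with 50 uM GDP present.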
S2 tox: cell viability loss in ATXN counter-screen; Potency, µM (titrated, usually from 56.7 µM), usual class: cytotoxic; S2 cells (HEK-293 line with an ATXN2-luciferase reporter) viability, CellTiter-Fluor protease fluorescence, 24 h; AID 651635; 0.49% of 400,000 active; note: potency is the fitted concentration of half-maximal effect; nearly all actives have a fitted effect of over 40% in size
HepG2 viability: counter-screen for TGF-b inhibitors: cytotoxicity in HepG2 cells. HepG2 CAGA-GFP viability, ATP luminescence, 18 h. Potency, µM (titrated, usually from 46.1 µM), for the others: at the highest dose activity change, negative = cytotoxicity, hits mostly cytotoxic. 0.76% of 410,000 active; note: potency is the fitted concentration of half-maximal effect; some results filed as inactive show a strong effect at the top dose
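CellTiter-Glo luminescence gave cytotoxicity after 18 hours at 37 degrees C. The cells were HepG2 CAGA-GFP in 1% FBS DMEM, stimulated with 500 pg/mL TGF-beta after compound addition. %Activity was normalised to no-cell wells (complete cell-killing) and DMSO (no toxicity), and curves were fitted and classified.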
ATXN2 expr inh: ATXN2 expression inhibition. 0.72% of 360,000 active. HEK-293 ATXN2-luciferase reporter, luminescence, 24 h. Potency, µM (top dose mostly 57 µM), for the others: at the highest dose activity change, negative = inhibition, hits mostly inhibitors. AID 1745845; note: potency is the fitted concentration of half-maximal effect; % is set by controls: 0 for no effect and ±100 for the full control effect; nearly all actives have a fitted effect of over 55% in size
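ATXN2-luciferase reporter cells (luciferase flanked by upstream and downstream ATXN2 gene portions) were treated 24 h at 37 °C with compounds at up to 57 uM. SteadyGlo luminescence gave expression; GF-AFC fluorescence gave viability.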
IL2 activator: IL-2 activation; IL-2 activation reporter assay, cell-based qHTS; stimulated with anti-CD3/CD4/CD28 beads; in transgenic mouse T cells; activation, % (series mostly up to about 46 µM); 0.065% of 360,000 active; in the data active = activation above about 50%; inconclusive = mostly about 30% to 49%; note: 0% is about no effect
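Readout is EGFP and DsRed signal by fluorescent plate cytometry after 18 h at 37 degrees C. Transgenic mouse T cells (750/well) received compound for 60 min before bead stimulation (anti-CD3, anti-CD4, anti-CD28); memory T cells served as non-tolerant control.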
Nrf2 ARE act: activates Nrf2 signaling | 0.31% of 410,000 active | AID 624171 | AREc32 ARE-luciferase reporter (MCF7-derived line), luminescence, 24 h | Potency, µM (top dose mostly 46.1 µM), inactives show at the highest dose activation, most hits filed as activators; note: potency is the fitted concentration of half-maximal effect; % of control where 0% means no effect; nearly all actives have a fitted effect of over 65% in size
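ARE-driven firefly luciferase activity in AREc32 cells measured after a 24 hr compound exposure at 37 deg C, using Steady-Glo reagent and a 30 min room-temperature hold.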
A549 viability: A549 cytotoxicity, counter-screen for Nrf2 inhibitors; A549 ARE-Fluc cells, CellTiter-Fluor viability, 18-24 h; Potency, µM (doses to about 46 µM), without a hit: at the top dose activity change, negative = cytotoxicity, most hits filed as inhibitors; 0.16% of 390,000 active; AID 504648; note: potency is the fitted concentration of half-maximal effect; % is set by controls: 0 for no effect and ±100 for the full control effect
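A549 ARE-Fluc cells in 5% FBS OPTI-MEM, 5000 cells/well, rested 2 h then exposed to compounds in concentration-response for 18-24 h at 37 °C. Viability by CellTiter-Fluor fluorescence (Ex 405/Em 525) after 30 min; luciferase luminescence (BugLite, 15 min, RT) read afterwards.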
* hit, by the source's call; i = inactive; ? = inconclusive; . = not tested or not shown; & = joins results of further samples; [ ] = another dose, or the depositor's remark. Unless noted, calls come from the whole dose curve; as a rule, active = well fitted curve in the direction sought with a large enough effect; inconclusive = small, poorly fitted or top-dose-only effect, or another doubt; inactive = no such curve, though single readings can be large; an effect the other way counts as inactive or inconclusive.

entry	structure	Nrf2 inh	TGFb inhibitor	EPAC2 ag	S2 tox	HepG2 viability	ATXN2 expr inh	IL2 activator	Nrf2 ARE act	A549 viability
1	CCN(CC)c1ccc(-c2nc3cnccn3c2NC2CCCC2)cc1	?	0%	8%	.	-19%	6%	-1.7	3.3%	?
2	CCCCN(C)CCNC(=O)c1cc(-c2cccnc2)nc2ccc(S(=O)(=O)N3CCC(C)CC3)cc12	26%	1%&-1%	-21%	i	-22%&-13%	-4%	-6.1	0.1%&-0.1%	-19%&-6%
3	COC(=O)COc1ccc(C(c2c(C)[nH][nH]c2=O)c2c(C)[nH][nH]c2=O)cc1	4%	0%	-3%	i	-3%	-3%	-1.7	-0.2%	-8%
4	NS(=O)(=O)c1ccc(CCNC(=O)COC(=O)Cc2ccc(Cl)cc2)cc1	.	7%	0%	?	13%	.	-1.4	-0.7%	.
5	O=C(Oc1cccc(C(=S)N2CCOCC2)c1)c1cc([N+](=O)[O-])cc([N+](=O)[O-])c1	12%	-13%	7%	i	-2%	-18%	0.0	0.2%	1%
6	Cc1cn([C@H]2C[C@H](O)[C@@H](/C=C/C(=O)NCc3ccc4c(c3)OCO4)O2)c(=O)[nH]c1=O	.	-6%	4%	i	-3%	1%	-0.4	-1.2%	.
7	O=C(CNS(=O)(=O)c1ccc(Br)s1)N1CCN(c2ncccn2)CC1	-13%	5%	-4%	i	16%	6%	-3.3	0.4%	-4%
8	Cc1cc(C)c(C#N)c(N2CCCC(C(N)=O)C2)n1 (stereo not given)	1%	12%	-9%	i	3%	1%	-1.2	-0.4%	-2%
9	COc1ccc(N(C(=O)CNC(=O)c2ccco2)C(C(=O)NC2CCCCC2)c2ccncc2)cc1 (stereo not given)	?	6%	0%	i	1%	0%	0.0	-0.1%	-4%
10	Cn1c(=NC(=O)c2ccccc2[N+](=O)[O-])sc2cccc(F)c21	?	-8%	1%	i	-12%	.	-0.3	11%	-5%
11	O=C(c1cnn2c(C(F)F)cc(-c3ccccc3)nc12)N1CCN2CCCC2C1 (stereo not given)	0%	-18%	-2%	i	6%	-3%	-0.6	1.8%	-7%
12	C=CCc1cccc2cc(C(=O)NC3CCCCC3)c(=O)oc12	?	-18%	-13%	i	-12%	13%	-0.1	2.0%	11%
13	CC(=O)N1CCOc2ccc(S(=O)(=O)NCC3CCC(C(=O)Nc4ccc(C)cn4)CC3)cc21 (stereo not given)	?	-28%	12%	i	-22%	-23%	-2.3	-0.5%	3%
14	O=C1NC[C@H](Cc2ccc(O)cc2)N(C[C@@H]2CCCN2C[C@H](Cc2ccccc2)N2C[C@H](Cc3ccccc3)N(CC3CCCCCC3)C(=O)C2=O)C1=O	.	.	-4%	?	.	-11%	0.0	-0.5%	.
15	CCOC(=O)c1c(NCc2ccc3c(c2)OCO3)c2ccccc2[nH]c1=O	4%	-6%	-1%	i	-6%	31%[activator]	-1.1	6.8%	-10%
16	CCOc1ccc(-c2c(C(=O)N/N=C/c3ccc(OC)cc3)nnn2-c2nonc2N)cc1	-15%	11%	-18%	i	-13%	-2%	-5.3	-2.4%	-5%
17	Cc1cc(C)c(NC(=O)CN2C(=O)NC3(CCCCC3)C2=O)c(Cl)c1	-17%	0%	2%	i	3%	3%	-2.5	2.4%	-9%
18	CCOc1ccc(CNC(=O)C2=Cc3cccc(OC)c3OC2)cc1	.	-22%	.	i	-10%	0%	.	4.6%	9%
19	Cc1ccc(S(=O)(=O)NCCc2ccncc2)cc1C	-15%	-13%	7%	i	-1%	14%[11.3 µM]	-0.2	2.8%	0%
20	CSCCC(NC(=O)C1CCCCC1)c1nc2ccccc2[nH]1 (stereo not given)	-6%	14%	-2%	i	-16%	-6%	0.2	1.7%	-6%
21	CCCCC(=O)Nc1cccc(NC(=O)C(C)C)c1	-13%	5%	5%	i	1%	-6%	-1.5	0.3%	0%
22	Cc1cc(C)nc(NS(=O)(=O)c2ccc(NC(=O)COc3ccc(C(C)(C)C)cc3)cc2)n1	3%	-13%	.	i	-23%	1%	.	0.3%	-1%
23	O=C(c1ccc([N+](=O)[O-])cc1)N(Cc1cccs1)C1CCS(=O)(=O)C1 (stereo not given)	-13%	-6%	10%	i	-90%	-16%	-3.3	-0.3%	1%
24	COC(=O)c1ccccc1NC(=O)c1ccc2c(c1)OCCCO2	-3%	-2%	12%	i	-21%	-8%	-0.7	18%	-2%
25	CCC(=Cc1ccc(CC)cn1)CC	-3%	9%	14%	i	9%	0%	-0.1	-0.6%	3%
26	CCOC(=O)c1c(C)nc2sc3c(c2c1-c1ccc(OC)cc1)NC(c1ccccc1)NC3=O (stereo not given)	-18%	23%	-20%	?	2%	1%	-0.7	0.0%	-1%
27	CC(C)c1ccc(NC(=O)/C(C#N)=C/c2ccncc2)cc1	14%	-12%	3%	i	-27%	4%	-1.1	3.3%	-1%
28	Cc1ccc(CNC(=O)CCNS(=O)(=O)c2cccs2)cc1	10%	-26%	2%	i	6%	4%	-1.1	-0.1%	-5%
29	CCc1ccc(NC(=O)c2cnn(-c3ccccc3)c2C)cc1	?	5%	-6%	i	-31%	-29%	-5.5	-0.1%	-8%
30	COc1cccc(C(=O)/C=C/Nc2ccc(S(=O)(=O)Nc3cnc4ccccc4n3)cc2)c1	-7%	-25%	-14%	i	-19%	19%	-0.2	0.6%	-18%
31	Cc1cccn2c(=O)nc(SCC(=O)N3CCCCCC3)nc12	-2%	2%	5%	i	4%	5%	0.1	1.8%	5%
32	O=C(CCC1CCN(Cc2ccc(C#CCCO)cc2)CC1)NC1CC1	0%	-15%	14%	i	-17%	-7%	0.8	-0.2%	6%
33	Cc1c(NS(=O)(=O)c2cc(C(=O)N(C)Cc3ccccc3)ccc2Cl)c(=O)n(-c2ccccc2)n1C	-22%	13%	10%	i	-18%	-8%	-0.8	-0.2%	-13%
34	CCCc1ccc(OCC(O)CN2CCc3ccccc3C2)cc1 (stereo not given)	4%	-30%	9%	?	-55%	.	-0.9	-0.1%	9%
35	Cc1oc(-c2ccccc2F)nc1CS(=O)(=O)CC(=O)N1CCCCCC1	-6%	-23%	15%	i	-34%	-22%	-0.8	-0.5%	4%
36	COc1ccccc1CNC(=O)C1CCC(CNc2c(N3CCCCC3)c(=O)c2=O)CC1 (stereo not given)	21%	-1%	4%	i	24%	.	-0.4	-0.3%	12%
37	CCc1cc(=O)oc2c3c(cc(OCC(=O)NCCC(=O)O)c12)OC(C)(C)CC3	22%	-1%	3%	i	8%	-13%	-0.4	0.2%	8%
38	CCc1cccc(Nc2c3c(nc4ncnn24)CCC3)c1	-15%	-3%	5%	i	-6%	.	-1.6	5.1%	0%
39	Cc1c(NC(=O)c2csc3c2CCCC3)c(=O)n(-c2ccccc2)n1C	14%	-2%	7%	i	-34%	-2%	-2.3	0.3%	0%
40	O=C(CNS(=O)(=O)c1ccccc1)OCC(=O)c1ccccc1Cl	4%	5%	2%	i	11%	-12%	-0.4	0.4%	2%
41	CCn1c(SCC(=O)Nc2ccc3c(c2)OCCO3)nnc1-c1ccccn1	-12%	21%	2%	i	1%	3%	-1.9	0.4%	-15%
42	Cn1c(/C=C/c2ccc([N+](=O)[O-])o2)nc2ccccc2c1=O	21µM*	2.2µM*	-14%	6.3µM*	-41%	7.9µM*	18	?	?
43	COc1cc(/C=N/NC(=S)NC(C)C)ccc1OCC(=O)Nc1c(C)cc(C)cc1C	5%	-22%	-7%	i	-19%	-25%	0.2	2.4%	1%
44	Cc1ccccc1NC(=O)c1cccc(NC(=O)c2ccco2)c1	-17%	2%	0%	i	13%	4%	0.1	0.3%	-12%

Structural class, the entries above containing an aryl methoxy group (7)
entry	structure	Nrf2 inh	TGFb inhibitor	EPAC2 ag	S2 tox	HepG2 viability	ATXN2 expr inh	IL2 activator	Nrf2 ARE act	A549 viability
9	COc1ccc(N(C(=O)CNC(=O)c2ccco2)C(C(=O)NC2CCCCC2)c2ccncc2)cc1 (stereo not given)	?	6%	0%	i	1%	0%	0.0	-0.1%	-4%
16	CCOc1ccc(-c2c(C(=O)N/N=C/c3ccc(OC)cc3)nnn2-c2nonc2N)cc1	-15%	11%	-18%	i	-13%	-2%	-5.3	-2.4%	-5%
18	CCOc1ccc(CNC(=O)C2=Cc3cccc(OC)c3OC2)cc1	.	-22%	.	i	-10%	0%	.	4.6%	9%
26	CCOC(=O)c1c(C)nc2sc3c(c2c1-c1ccc(OC)cc1)NC(c1ccccc1)NC3=O (stereo not given)	-18%	23%	-20%	?	2%	1%	-0.7	0.0%	-1%
30	COc1cccc(C(=O)/C=C/Nc2ccc(S(=O)(=O)Nc3cnc4ccccc4n3)cc2)c1	-7%	-25%	-14%	i	-19%	19%	-0.2	0.6%	-18%
36	COc1ccccc1CNC(=O)C1CCC(CNc2c(N3CCCCC3)c(=O)c2=O)CC1 (stereo not given)	21%	-1%	4%	i	24%	.	-0.4	-0.3%	12%
43	COc1cc(/C=N/NC(=S)NC(C)C)ccc1OCC(=O)Nc1c(C)cc(C)cc1C	5%	-22%	-7%	i	-19%	-25%	0.2	2.4%	1%

An excerpt from above in order of SMILES length, rising:
entry	structure	Nrf2 inh	TGFb inhibitor	EPAC2 ag	S2 tox	HepG2 viability	ATXN2 expr inh	IL2 activator	Nrf2 ARE act	A549 viability
40	O=C(CNS(=O)(=O)c1ccccc1)OCC(=O)c1ccccc1Cl	4%	5%	2%	i	11%	-12%	-0.4	0.4%	2%
39	Cc1c(NC(=O)c2csc3c2CCCC3)c(=O)n(-c2ccccc2)n1C	14%	-2%	7%	i	-34%	-2%	-2.3	0.3%	0%
43	COc1cc(/C=N/NC(=S)NC(C)C)ccc1OCC(=O)Nc1c(C)cc(C)cc1C	5%	-22%	-7%	i	-19%	-25%	0.2	2.4%	1%

Screening data from PubChem BioAssay.
